Screens: PubChem BioAssay, Broad Institute
XiGFP reactiv = activators of inactive X chromosome reactivation, primary screen, imaging, XiGFP fibroblasts, GFP high-content imaging, set 2; XiGFP mouse fibroblasts, % GFP-positive cells imaging, 3 d; cells co-treated with 5-aza-dC sensitizer; scaled so ellipticine positive control = 100%; activation, % at 7.58 µM; 360,000 compounds, 0.055% hits; AID 743238, 2013;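 active means mean normalized replicate activation at least 10% and every replicate at or above 10%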;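 further: 0% = median of on-plate neutral control wells and 100% = ellipticine 6 µM median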
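Material: SV40-immortalized XiGFP fibroblast cells, line 68-5-11 | Buffer or medium: DMEM containing 5-aza-dC | Dosing: One concentration, pinned | Times: 3 d treatment, 15 min room-temperature fixation | Controls: Ellipticine 6 µM positive control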
RAD54 inh = inhibitors of human RAD54 branch migration, primary screen, biochemical, fluorescence, single point; 360,000 compounds, 0.14% hits; RAD54 Holliday junction branch migration, FAM/BHQ fluorescence; inhibition, % at 10.4 µM;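 active means mean normalized replicate activity at least 40 and at least half of replicates scoring 40 or more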;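 further: 0% = median of neutral control wells and 100% = median of positive control wells; inhibitors cause a drop in the FAM fluorescence signal; in these data hits start at about 50%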
ARNT TACC3 PPI = disruptors of ARNT/TACC3 protein interaction, primary screen, biochemical, AlphaScreen, single concentration | 390,000 compounds, 0.66% hits | inhibition, % at 9.99 µM | AlphaScreen His-ARNT PAS-B/GST-TACC3 binding, luminescence; TACC3 fragment carries E629A point mutation | Transforming acidic coiled-coil-containing protein 3 (Homo sapiens), Q9Y6A5 | AID 623870, 2012;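 active means mean inhibition of replicates at least 50% and at least half of replicates each reaching 50%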;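 further: 0% = complete ARNT plus TACC3 wells and 100% = ARNT alone without TACC3; many hits fall short of the cut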
INS-1E GSIS act = GLuc luminescence reporter in INS-1E cells, primary screen for activators of glucose-dependent secretion of insulin. AID 743287, 2014. INS-1E GLuc reporter insulin secretion, 2-3 h. 370,000 compounds, 0.61% hits. activation, % at 16.6 µM;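 active means lowest replicate activation of at least 40%, so every replicate reaches that level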;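 further: 0% = median of neutral control wells and 100% = median of IBMX positive control wells; some compounds called inactive have numbers as strong as hits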
ERAP1 HTS inh = human ERAP1 aminopeptidase inhibitors, primary screen, biochemical, single point, plate reader; inhibition, % at 10.7 µM; recombinant ERAP1, Leu-AMC fluorescence, 60 min; 340,000 compounds, 0.15% hits; AID 652197, 2013;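 active means mean replicate inhibition of at least 30%, or all replicates individually reaching that 30% level; inactive means mean below 30% and not every replicate reaching it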;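 further: 0% = neutral control wells and 100% = L-leucinethiol positive control wells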
Target sequence (Q9NZ08 whole entry, looked up): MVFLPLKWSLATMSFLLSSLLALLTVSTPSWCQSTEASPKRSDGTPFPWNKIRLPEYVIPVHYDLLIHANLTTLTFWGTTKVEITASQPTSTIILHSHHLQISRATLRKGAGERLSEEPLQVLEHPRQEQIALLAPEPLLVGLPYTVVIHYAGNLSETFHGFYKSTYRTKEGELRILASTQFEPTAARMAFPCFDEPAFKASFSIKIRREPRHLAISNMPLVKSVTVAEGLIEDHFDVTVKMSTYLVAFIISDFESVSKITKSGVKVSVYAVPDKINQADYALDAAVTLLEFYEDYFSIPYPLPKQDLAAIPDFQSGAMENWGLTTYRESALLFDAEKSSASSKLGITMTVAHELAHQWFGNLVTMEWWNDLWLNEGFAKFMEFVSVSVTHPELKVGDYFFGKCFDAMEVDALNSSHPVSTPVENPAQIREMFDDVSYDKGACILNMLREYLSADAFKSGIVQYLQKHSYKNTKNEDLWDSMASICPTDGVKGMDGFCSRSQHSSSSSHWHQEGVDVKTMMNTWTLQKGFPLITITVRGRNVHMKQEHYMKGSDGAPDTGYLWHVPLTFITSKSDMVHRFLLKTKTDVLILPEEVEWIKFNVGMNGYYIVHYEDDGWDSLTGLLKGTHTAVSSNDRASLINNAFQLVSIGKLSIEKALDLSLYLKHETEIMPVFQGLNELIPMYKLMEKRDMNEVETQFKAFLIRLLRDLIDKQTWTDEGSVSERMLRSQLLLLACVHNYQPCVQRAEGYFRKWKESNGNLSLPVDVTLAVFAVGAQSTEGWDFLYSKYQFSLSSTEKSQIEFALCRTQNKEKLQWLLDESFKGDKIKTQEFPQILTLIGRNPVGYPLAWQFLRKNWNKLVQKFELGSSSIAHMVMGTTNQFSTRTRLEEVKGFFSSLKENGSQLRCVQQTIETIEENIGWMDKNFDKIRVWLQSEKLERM
RAD52 anneal inh = RAD52 DNA annealing inhibitors, primary screen, biochemical, FRET, single point, set 2; 360,000 compounds, 0.46% hits; DNA repair protein RAD52 homolog (Homo sapiens), P43351; inhibition, % at 18.7 µM; recombinant RAD52 DNA annealing, FRET fluorescence; AID 651710, 2012;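 active means every replicate showing at least 50% inhibition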
F508del corr = F508del CFTR correction, initial screen, CFBE line, single point. CFBE cells, YFP halide quenching; stimulated with forskolin plus potentiator P3; % fluorescence drop versus neutral controls. activity (quench increase), % at 7.58 µM. 350,000 compounds, 0.36% hits. AID 720511, 2013;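 active means mean added fluorescence quench of at least 8% versus neutral control, with both replicates also reaching 8%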;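 further: cells transiently co-express mutant CFTR-F508del with the halide-sensitive YFP; corrector assay measuring rescue of mutant channel to the surface after 24 h compound exposure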
esBAF inh = Bmi1 luciferase reporter increase in mESCs, primary screen, esBAF inhibitor project, mouse ES cells, Bmi1 luciferase knock-in, single point; 350,000 compounds, 2% hits; reporter increase, % at 12.5 µM; 24 h; 100% = twice the neutral-well signal; in the data active means activation above about 40%;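 further: 0% = median of the plate's neutral control wells and 100% = double that signal; a rise in the Bmi1 reporter signal indicates esBAF inhibition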
* = called active by the depositor; · = no result given.

SMILES	XiGFP reactiv	RAD54 inh	ARNT TACC3 PPI	INS-1E GSIS act	ERAP1 HTS inh	RAD52 anneal inh	F508del corr	esBAF inh
O=C(C[C@@H]1CC[C@@H]2[C@H](COC[C@H](O)CN2S(=O)(=O)c2ccccc2)O1)N[C@@H]1CCN(Cc2ccccc2)C1	0.2	-21	-20	6	-2	-7	-0.1	3
CCN1CCN(c2nc3c(C)cccn3c(=O)c2/C=C(\C#N)C(=O)NCCCOC)CC1	0.1	0	-1	1	-119	-6	-1.4	-2
CCCn1nc(C(=O)NCc2ccc3c(c2)OCO3)c2ccccc2c1=O	0.2	-4	1	-2	3	-26	-3.7	-3
COc1ccc(CC(=O)NNC(=O)CN(C)S(=O)(=O)c2ccc(Cl)cc2)cc1OC	0.3	-1	-6	-6	-1	-13	1.3	-3
O=C1CC2(CCN(C(=O)COc3ccc(Cl)cc3)CC2)Oc2ccccc21	0.2	·	-4	-26	-6	-6	2.9	-3
CCc1cc2c(=O)c(-c3nc4ccccc4n3C)c(C)oc2cc1OC(C)=O	-0.1	5	-2	·	-3	5	-2.4	-5
Fc1ccccc1N1CCN(c2nnnn2-c2ccccc2)CC1	0.0	2	11	0	1	-14	-0.8	-4
Cc1cc(N2CC(C(=O)NCc3cccnc3)CC2=O)ccc1C(C)C (configuration not stated)	0.0	3	6	-6	-3	-11	-2.1	-7
N#C[C@@H]1[C@@H](c2ccccc2-c2ccccc2F)[C@@H](CO)N1C(=O)Cc1ccccc1	0.1	·	·	-15	1	-5	0.9	·
NC(=S)N/N=C1\CC(n2nnnc2-c2ccccc2)C2COC1O2 (configuration not stated)	0.1	-2	-4	-5	0	-4	1.0	1
CCOC(=O)/C(=N\Nc1cc(Cl)ccc1Cl)N1CCN(C)CC1	0.0	0	20	-23	·	·	·	·
CCCN1C(=O)C2(C(C(=O)c3ccc(C)o3)=C(O)C(=O)N2CCCN2CCOCC2)c2ccccc21 (configuration not stated)	·	-5	28	·	4	-17	0.1	-4
C[C@@H]1CN([C@H](C)CO)C(=O)c2cc(-c3cncnc3)cnc2O[C@@H]1CN(C)C(=O)Cc1ccccn1	0.3	4	-4	3	-2	9	-1.3	-2
O=C(CN1CCCCC1)Nc1ccccc1Cl	0.2	·	-7	·	4	-10	0.0	·
CC[C@]12c3[nH]c4ccccc4c3CCN1C(=O)C(CC(=O)NCCCN(C)C)C[C@@H]2C(=O)N1CCN(C(=O)c2ccco2)CC1 (some centres not stated)	2.4	2	2	13	-4	-8	1.6	0
CC(Sc1nc2ccccc2[nH]1)C(=O)Nc1ccccc1F (configuration not stated)	0.0	1	·	·	-5	-13	0.7	-6
COc1ccc(S(=O)(=O)Nc2ccc3c(c2)C(=O)N([C@H](C)CO)C[C@H](C)[C@H](CN(C)S(=O)(=O)c2c(C)noc2C)O3)cc1	-0.3	-7	-1	-9	-3	-8	0.2	-1
Cc1cccc(NS(=O)(=O)c2ccc(-n3cccn3)cc2)c1C	0.0	-2	-5	7	0	-6	3.5	10
CCCCOc1ncnc2c1[nH]c1ccc(OCC)cc12	·	1	1	16	·	·	·	13
O=C(C[C@H]1C=C[C@@H](NC(=O)Cc2ccccn2)[C@H](CO)O1)NCCc1ccccc1	-0.1	-2	-6	11	1	10	-1.2	-1
CC(C)(C)[S@](=O)N1Cc2cc(C(=O)NCCc3ccncc3)nc(-c3cccc(-c4cccc(C#N)c4)c3)c2[C@@H]1CCO	2.8	1	15	-24	0	11	1.0	3
C[C@H](CO)N1C[C@H](C)[C@H](CN(C)S(=O)(=O)c2cn(C)cn2)Oc2ccc(NC(=O)c3ccncc3)cc2C1=O	-0.7	6	-10	-1	-3	-8	1.0	1
Cc1ccc(S(=O)(=O)N(C)C[C@@H]2Oc3ccc(NC(=O)c4ccncc4)cc3C(=O)N([C@H](C)CO)C[C@@H]2C)cc1	-1.0	-21	-5	30	-1	2	-1.0	1
CC(=O)c1ccc(OCc2cc(C(=O)N3CCN(c4ccccc4)CC3C)no2)cc1 (configuration not stated)	0.0	-10	7	-14	-3	-29	0.1	110*
OCc1nc2ccccc2n1CCc1ccccc1	0.0	3	4	10	-1	-34	0.6	3

4 structures out of the list, ordered by heavy-atom count, rising.
SMILES	XiGFP reactiv	RAD54 inh	ARNT TACC3 PPI	INS-1E GSIS act	ERAP1 HTS inh	RAD52 anneal inh	F508del corr	esBAF inh
Fc1ccccc1N1CCN(c2nnnn2-c2ccccc2)CC1	0.0	2	11	0	1	-14	-0.8	-4
C[C@@H]1CN([C@H](C)CO)C(=O)c2cc(-c3cncnc3)cnc2O[C@@H]1CN(C)C(=O)Cc1ccccn1	0.3	4	-4	3	-2	9	-1.3	-2
O=C(C[C@@H]1CC[C@@H]2[C@H](COC[C@H](O)CN2S(=O)(=O)c2ccccc2)O1)N[C@@H]1CCN(Cc2ccccc2)C1	0.2	-21	-20	6	-2	-7	-0.1	3
C[C@H](CO)N1C[C@H](C)[C@H](CN(C)S(=O)(=O)c2cn(C)cn2)Oc2ccc(NC(=O)c3ccncc3)cc2C1=O	-0.7	6	-10	-1	-3	-8	1.0	1

Further entries follow.
SMILES	XiGFP reactiv	RAD54 inh	ARNT TACC3 PPI	INS-1E GSIS act	ERAP1 HTS inh	RAD52 anneal inh	F508del corr	esBAF inh
Cc1ccc2nc(NC(=O)CSCC(=O)Nc3cc(C)on3)sc2c1	0.1	-8	33	13	1	-22	5.9	10
COc1cc(Nc2nc(SCC#N)nc3ccccc23)cc(OC)c1OC	·	-11	-7	28	·	·	·	5
O=C1CCC(C(=O)NCCN2C(=O)S/C(=C\c3cccnc3)C2=O)=NN1	0.2	·	2	-8	8	-14	1.0	-7
CCn1cnc2sc(C(=O)Nc3ccccc3OC)c(C)c2c1=O	0.0	16	3	17	1	-42	-1.0	6
COc1cc2c(cc1OC)C(C)N(C(=O)c1c(C)noc1C)CC2 (configuration not stated)	0.2	-5	-9	·	·	-8	4.1	-1
COc1ccc(CNC(=O)Cn2nc(Cc3cccnc3)c3ccccc3c2=O)cc1	0.0	-3	-3	·	-3	-2	0.3	0
CC(=O)c1c(C)[nH]c(C(=O)COC(=O)CCCOc2ccccc2)c1C	0.2	·	2	-2	2	-3	-1.2	·
CCOc1cc(OCC)cc(C(=O)N2CCC[C@H]2C(=O)N2CCC[C@H]2C(=O)N[C@H](C)c2ccccc2)c1	0.0	·	·	-14	-2	-32	-1.3	·
Cc1cc(=O)n2[nH]c(-c3ccsc3-n3c(C)ccc3C)cc2n1	-0.1	·	10	-18	5	-23	0.1	·
OCC[C@@H]1C[C@H](O)[C@@H](O)[C@@]2(OCc3cc(Cl)ccc32)O1	0.1	-7	·	7	·	-8	-2.2	-3
CN(C)CC(=O)N1[C@H](C#N)[C@H](c2ccccc2-c2ccccc2F)[C@H]1CO	0.0	·	·	-3	0	11	-2.0	·
C[C@@H]1CN([C@H](C)CO)C(=O)c2cc(NC(=O)c3ccncc3)ccc2O[C@@H](C)CCCCO[C@H]1CN(C)C(=O)c1ccncc1	0.3	1	-1	14	-2	2	0.4	1
COCCN1C=C(C(=O)OC)C(c2ccccc2C(F)(F)F)C(C(=O)OC)=C1	·	7	·	-4	-17	2	·	·
FC(F)(F)c1ccc(-c2cccc3c2C2CC3CCN2Cc2ccccc2)cc1 (configuration not stated)	0.0	4	5	-28	·	-21	-1.4	-5
NNC(=O)c1ccc(Cn2cc(Br)cn2)o1	0.1	·	5	-5	3	-6	1.0	·
O=C(Nc1ccc(N2CCOCC2)cc1)c1ccc(S(=O)(=O)NCc2ccco2)cc1	0.0	5	-7	12	-1	-10	-0.6	-1
O=C(CSc1nnc(COc2cccc3cccnc23)o1)N1CCCC1	0.1	·	4	7	4	-7	-1.6	·
C[C@H]1CCCCO[C@H](CN(C)CC2CCCCC2)[C@@H](C)CN([C@@H](C)CO)C(=O)c2cc(NC(=O)NC3CCCCC3)ccc2O1	0.3	8	-4	-33	·	·	0.8	-1
CCOC(=O)C1=CCN(S(=O)(=O)c2ccc(Cl)cc2)C1c1cccc(Cl)c1 (configuration not stated)	0.0	·	·	-7	-1	-10	-5.8	·
CN1[C@@H]2c3ccc(-c4cccnc4)c(=O)n3C[C@H]1[C@H](CO)[C@H]2C(=O)N1CCC(Cc2ccccc2)CC1	0.6	5	-5	25	1	0	2.2	-1
CN(C)C(=O)C[C@@H]1C[C@@H]2c3cc(NC(=O)c4ccc5c(c4)OCO5)ccc3O[C@@H]2[C@@H](CO)O1	0.1	1	-2	0	-2	-5	0.5	-1
OC[C@H]1Nc2ccc(-c3cccc(F)c3)cc2[C@H]2[C@@H]1CCN2Cc1ccc(F)cc1	0.0	-9	-3	-10	-1	-87	-1.3	1
CCCC#Cc1ccc([C@H]2[C@@H](CO)N3CCCCN(CC4CCOCC4)C[C@@H]23)cc1	0.2	-7	-5	9	3	-14	0.0	-1
COc1ccc(C2=NOC(Cn3nc(C(=O)NCc4cccc(Br)c4)cc3-c3ccccc3)C2)cc1 (configuration not stated)	0.0	-4	-4	·	4	-6	1.1	-3
Cc1cc(C)cc(Oc2ncnc3c2ncn3Cc2c(Cl)cccc2Cl)c1	·	-2	3	-22	·	·	·	-6
O=C(C[C@@H]1CC[C@@H]2[C@H](COC[C@@H](O)CN2CC2CCCCC2)O1)NCC1CC1	0.0	-10	-5	8	-1	6	-1.8	0
NC(=O)c1ccc(NCC2COc3ccccc3O2)c([N+](=O)[O-])c1 (configuration not stated)	0.3	9	·	21	1	-22	0.5	39
C[C@H](CO)N1C[C@H](C)[C@@H](CN(C)Cc2ccc(C(F)(F)F)cc2)OCCCC[C@H](C)Oc2ccc(NS(C)(=O)=O)cc2C1=O	0.2	5	-5	-6	·	·	0.8	8
Cc1c(C(=O)Nc2ccccc2Cl)oc2ccc(S(=O)(=O)N3CCC4(CC3)OCCO4)cc12	·	-2	-23	4	·	·	·	12
COCCc1nc2ccc(C(=O)N(C)Cc3cccc(-n4cccn4)c3)cc2o1	0.1	4	6	7	-1	-1	0.3	·

Record cards, as listed above. Order of screens: XiGFP reactiv	RAD54 inh	ARNT TACC3 PPI	INS-1E GSIS act	ERAP1 HTS inh	RAD52 anneal inh	F508del corr	esBAF inh
NNC(=O)c1ccc(Cn2cc(Br)cn2)o1 is listed as 0.1	·	5	-5	3	-6	1.0	·
Cc1cc(=O)n2[nH]c(-c3ccsc3-n3c(C)ccc3C)cc2n1 is listed as -0.1	·	10	-18	5	-23	0.1	·
O=C(Nc1ccc(N2CCOCC2)cc1)c1ccc(S(=O)(=O)NCc2ccco2)cc1 is listed as 0.0	5	-7	12	-1	-10	-0.6	-1
NC(=O)c1ccc(NCC2COc3ccccc3O2)c([N+](=O)[O-])c1 (configuration not stated) is listed as 0.3	9	·	21	1	-22	0.5	39
